# KCNQ1 inh = inhibitors of human KCNQ1 channel, primary screen, cell-based, thallium flux, high-throughput. CHO-K1 KCNQ1, FluxOR thallium flux fluorescence; stronger effect = higher value. B-score at 10 µM. 1.3% of 310,000 active. AID 2642, 2010;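 active means compounds whose thallium flux B-score, printed positive for inhibition, exceeds three library SD while starting fluorescence stays within three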;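 further: channel opened by potassium depolarization with thallium stimulus after 20 min compound exposure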
# RGS4 block = RGS4 inhibitors, primary screen, cell-based, HEK293 M3R inducible RGS4, calcium flux. Regulator of G-protein signaling 4 (Homo sapiens), P49798. Fluo-4 calcium flux; stronger effect = higher value; triggered by carbachol at its EC20. B-score at 10 µM. 0.45% of 310,000 active. AID 463165, 2010;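 active means B-score, a plate-corrected calcium signal, over three deviations above library mean, with baseline fluorescence within five deviations of library mean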;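 further: RGS4 expression induced by doxycycline in cells with stable M3 receptor; B-score is computed from the integrated fluorescence ratio over baseline after carbachol; higher B-score means a larger calcium signal and so more RGS4 inhibition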
# Target sequence (P49798 whole entry, looked up): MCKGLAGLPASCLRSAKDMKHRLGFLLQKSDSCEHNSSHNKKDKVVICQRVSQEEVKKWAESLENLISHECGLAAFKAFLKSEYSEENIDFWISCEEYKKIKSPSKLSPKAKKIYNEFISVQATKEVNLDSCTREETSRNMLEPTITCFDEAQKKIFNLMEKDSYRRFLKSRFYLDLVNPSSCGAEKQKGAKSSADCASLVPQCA
# GSK3B inh = human GSK3beta kinase inhibitors, primary screen, biochemical, cell-free homogeneous, HTS; AID 2097, 2009; GST-GSK3beta kinase, ADP-Glo luminescence, 60 min; stronger effect = lower value; activity score (negative = inhibition), % at 10 µM; Glycogen synthase kinase-3 beta (Homo sapiens), P49841; 0.038% of 300,000 active;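 active means more than half of replicate wells score below -50%, meaning over 50% inhibition versus plate controls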;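 further: 0% = median DMSO wells and -100% = median GW8510 positive control wells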
#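 Test system – GST-tagged human GSK3beta kinase, cell-free · Incubation – 60 min enzyme reaction, room temperature · Signal – ADP-Glo luminescence · Also added – peptide substrate and ATP at 25 µM · Controls – DMSO neutral wells and GW8510 at 20 µM as positive · Buffer or medium – Tris/MgCl2 kinase buffer · Measure – Luminescence-derived activity versus plate DMSO and GW8510 wells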
# Dyrk1A ADPGlo = rat Dyrk1A kinase inhibitors, primary screen, biochemical, single point, plate reader; Dual specificity tyrosine-phosphorylation-regulated kinase 1A (Rattus norvegicus), Q63470; ADP-Glo luminescence, NFATc1 peptide; inhibition, % at 12.5 µM; 0.43% of 310,000 active; in the data active means inhibition above about 50%;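 further: plate controls were vehicle with enzyme for no effect and no enzyme for full effect; many of its hits are not listed in these tables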
# RGS4 act = RGS4 potentiators or activators, primary screen, cell-based, HEK293 M3R inducible RGS4, calcium flux; 0.92% of 310,000 active; carbachol calcium flux Fluo4; stronger effect = lower value; AID 463111, 2010; B-score at 10 µM;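 active means B-score of the integrated calcium signal more than 4 SD below the library mean, with starting fluorescence not abnormally high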;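 further: negative B-score means reduced calcium response which marks RGS4 activation or potentiation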
#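 Assay system: HEK293 FlpIn-TREx cells, stable M3R, doxycycline-inducible RGS4 / Probe or stimulus: carbachol, ECmax concentration / Times: overnight RGS4 induction, 30 min dye load 37 °C, 20 min compound RT / Signal: kinetic calcium fluorescence imaging with Fluo4-AM dye, 2 µM / Measure: Agonist-evoked peak-minus-minimum fluorescence over baseline, integrated ratio, B score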
# GSK3A inh = blockers of GSK3A enzyme activity – biochemical, luminescence, cell-free homogeneous, HTS, primary screen; inhibition, % at 10 µM; AID 2650, 2010; Glycogen synthase kinase-3 alpha (Homo sapiens), P49840; 0.1% of 320,000 active; GSK-3 alpha kinase, ADP-Glo luminescence, 60 min;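 in the data active means inhibition above about 50%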;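 further: GST-tagged GSK-3 alpha with peptide substrate and 25 µM ATP; 0% = DMSO neutral wells and 100% = GW8510 positive control wells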
# Target sequence (P49840 whole entry, looked up): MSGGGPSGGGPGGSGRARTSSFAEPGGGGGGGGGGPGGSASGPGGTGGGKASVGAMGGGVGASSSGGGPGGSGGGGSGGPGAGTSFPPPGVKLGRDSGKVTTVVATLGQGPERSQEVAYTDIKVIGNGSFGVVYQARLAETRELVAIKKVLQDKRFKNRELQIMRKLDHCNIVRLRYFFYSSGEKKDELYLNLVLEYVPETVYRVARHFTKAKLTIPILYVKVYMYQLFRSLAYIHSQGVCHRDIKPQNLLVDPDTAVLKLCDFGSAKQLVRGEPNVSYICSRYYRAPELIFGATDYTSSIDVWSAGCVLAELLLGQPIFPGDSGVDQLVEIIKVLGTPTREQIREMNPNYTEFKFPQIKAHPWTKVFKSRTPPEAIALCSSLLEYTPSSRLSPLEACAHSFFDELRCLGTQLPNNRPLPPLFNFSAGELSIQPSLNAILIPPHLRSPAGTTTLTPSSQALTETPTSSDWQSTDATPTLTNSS
# KCNK9 inh = KCNK9 potassium channel inhibitors, primary screen, HEK293 cells, thallium flux; Potassium channel subfamily K member 9 (Homo sapiens), Q9NPC2; FluxOR thallium flux fluorescence; stronger effect = lower value; B-score at 10 µM; 1.2% of 310,000 active; AID 488922, 2010;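 active means ratio B-score over 3 SD below the library mean, with starting fluorescence within 5 SD of its mean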;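 further: negative B-score means less thallium flux so channel inhibition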
# Target sequence (Q9NPC2 whole entry, looked up): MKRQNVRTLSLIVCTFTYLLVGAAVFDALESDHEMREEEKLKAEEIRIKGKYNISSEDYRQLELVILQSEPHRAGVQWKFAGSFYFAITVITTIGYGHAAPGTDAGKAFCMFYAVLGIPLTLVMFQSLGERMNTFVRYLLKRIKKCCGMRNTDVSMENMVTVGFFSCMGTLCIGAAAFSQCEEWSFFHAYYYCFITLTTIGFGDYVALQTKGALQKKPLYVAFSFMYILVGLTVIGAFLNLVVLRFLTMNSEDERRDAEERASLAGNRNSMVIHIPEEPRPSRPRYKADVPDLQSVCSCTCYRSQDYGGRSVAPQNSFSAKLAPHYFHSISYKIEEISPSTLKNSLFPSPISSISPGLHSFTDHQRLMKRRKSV
# PolyA inhibitor = polyadenylation inhibitors in yeast reporter cells, primary screen, luminescence, S. cerevisiae; S. cerevisiae SKY197-pL101 polyadenylation reporter, beta-gal luminescence; efflux-impaired pdr1/pdr3 knockout yeast; score 100 = 6 SD above DMSO; calls only at 12 µM; 0.02% of 300,000 active; AID 1875, 2009;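 active means lowest replicate activity score at least 50, where 100 means six control SD above control mean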;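 further: yeast exposed to compound for 9 h at 30 °C; higher score means more reporter readthrough which indicates perturbed polyadenylation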
# KCNK3 inh = human KCNK3 channel inhibitors, primary screen, CHO cells, FluxOR thallium flux, B-score | Potassium channel subfamily K member 3 (Homo sapiens), O14649 | FluxOR fluorescence; stronger effect = lower value | B-score at 10 µM | 0.84% of 340,000 active;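 active means B-score under library mean minus 4 SD, starting fluorescence ratio at most library mean plus 5 SD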;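 further: more negative B-score means stronger inhibition of thallium flux through KCNK3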
# KCNQ1 act = potentiators or activators of KCNQ1 channel, primary screen, cell-based, thallium flux, high-throughput. Potassium voltage-gated channel subfamily KQT member 1 (Homo sapiens), P51787. CHO-K1 KCNQ1, thallium flux FluxOR fluorescence; stronger effect = higher value. B-score at 10 µM. 0.35% of 310,000 active. AID 2648, 2010;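 active means fluorescence ratio B-score, a plate-corrected score, at least three library SD, with initial intensity B-score within 5 SD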
#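 assay system = KCNQ1-transfected CHO-K1 cells | medium = assay buffer with matched DMSO | probe or stimulus = depolarizing K+/Tl+ stimulus, K2SO4 and Tl2SO4 each 12.5 mM in 5x stock | dosing = single dose | incubation = dye 90 min, compound 20 min, room temperature | detection = kinetic FluxOR fluorescence, 10 s baseline plus 110 s post-stimulus | evaluation = ratio B score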
# hERG rescue = hERG rescue from dofetilide block, primary screen, cell-based, CHO-hERG, FluxOR thallium flux, dofetilide IC70 | Voltage-gated inwardly rectifying potassium channel KCNH2 (Homo sapiens), Q12809 | dofetilide IC70 present | activation (rescue from dofetilide block), less the hit threshold, % at 10 µM | 0.51% of 310,000 active;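 active means activation above the mean of controls blocked by dofetilide plus 5 SD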;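 further: thallium influx through hERG after potassium depolarization seen as dye fluorescence rise; in these data hits start at about 4.7%; inactives centre near -7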
# Starred values were filed as active, the others as inactive; i = inactive; nt = not tested or not shown. This is a subset, so the mix of outcomes need not match the whole.
SMILES,KCNQ1 inh,RGS4 block,GSK3B inh,Dyrk1A ADPGlo,RGS4 act,GSK3A inh,KCNK9 inh,PolyA inhibitor,KCNK3 inh,KCNQ1 act,hERG rescue
COCCCNc1nc2c(c(=O)[nH]c(=O)n2C)n1CC(O)COc1ccccc1 (stereo not given),i,i,2,3,i,3,i,i,i,i,-12
CCCCC(=O)Nc1nc(-c2ccc(S(=O)(=O)N3CCOCC3)cc2)cs1,i,i,4,0,i,2,i,i,i,i,-7
O=C(COc1ccc([N+](=O)[O-])cc1)NCc1ccncc1,i,i,0,-4,i,-2,i,i,i,i,-1
COCCCNC(=O)CC1C(=O)N(Cc2ccccc2)C(C)c2nc3ccccc3n21 (stereo not given),i,i,-2,-2,i,8,i,i,i,i,-7
Cc1ccc(C(=O)N2CCN(c3ncnc4c(-c5ccccc5)nsc34)CC2)cc1,i,i,-2,nt,i,-7,i,i,nt,i,-6
Cc1cc(NC(=O)CSc2nnc(-c3ccc4c(c3)OCCO4)o2)no1,i,i,0,nt,i,-1,i,i,i,i,-4
Cc1cc2c(cc1C)NC1=C(N2)OC(c2cccc(O)c2)C1=O (stereo not given),i,i,1,-3,i,3,i,i,i,i,-6
O=C(CNC(=O)c1ccccc1)OCC(=O)c1ccccc1Cl,i,i,-1,nt,i,4,i,i,i,i,-8
Cc1cc(C)c2c(=O)n(CC(=O)NCCCN3CCN(c4ccccc4F)CC3)sc2n1,i,i,0,nt,-9.6*,-1,i,i,nt,i,-48
CSc1ccc(Cn2nnc(C(=O)NCCc3ccc(Cl)cc3)c2N)cc1,i,i,2,-4,i,-2,i,i,i,i,-15
CCN(CC)c1ccc(/C=N\NC(=O)c2cccc3cc[nH]c23)cc1,i,i,-6,nt,i,-2,i,i,i,i,-8
COC(=O)CC/C(O)=C1\C(=O)CC(C)(C)CC1=Nc1ccccc1OC,i,i,-1,14,i,-1,i,i,i,i,-6
CCOP(=O)(c1ccccc1)c1nc(-c2ccc(F)cc2)oc1N1CCCCC1 (stereo not given),i,i,3,-3,i,-3,i,i,i,i,-13
Nc1nc(-c2ccccc2)c(-c2ccccc2)o1,i,i,0,-2,i,0,i,i,i,i,-8
Cc1nnc(SC(=O)N2c3ccccc3Sc3ccccc32)s1,i,i,-2,-3,-7*,0,i,i,i,i,-2
C/C(=N/NS(=O)(=O)c1ccccc1)c1c[nH]c2ccccc12,i,i,3,2,i,-3,i,i,i,i,-10
CCCC(NS(=O)(=O)c1ccc(Br)cc1)C(=O)O (stereo not given),i,i,-1,4,i,-5,i,i,i,i,-3
Cc1ccc(-c2nc3cccnc3s2)cc1NC(=O)C1c2ccccc2Oc2ccccc21,i,i,0,1,i,nt,i,i,i,i,-6
CC(C)N1CCC(N2CCN(Cc3ccc(Oc4ncccn4)cc3)CC2CCO)CC1 (stereo not given),i,i,-2,5,i,-2,i,i,i,i,-10
Cc1cc([N+](=O)[O-])nn1Cc1ccc(C(=O)N/N=C/c2ccccc2)cc1,i,i,-1,-4,i,-2,i,i,i,i,-7
Cc1cc(C(=O)N/N=C/c2ccc(O)c(O)c2O)c(C)n1-c1ccccc1,i,i,-5,nt,i,nt,i,i,i,i,-10
CC(C)N(C=O)C1(C(=O)NC2CCCCC2)CCCCC1,i,i,3,-4,i,-3,i,i,i,i,-1
Cc1ccc(C)c(NC(=O)c2cc3ccccc3o2)c1,i,i,-1,2,i,1,i,i,i,i,-2
CN1Cc2c(N3CCOCC3)nc(SCCC#N)c(C#N)c2CC1(C)C,i,i,-4,-3,i,15,i,i,i,i,-11
CCN(CC)CCN1C(=O)c2ccccc2NC1c1ccc(C)cc1 (stereo not given),i,i,0,1,i,0,i,i,i,i,-6
CCN(CC)C(c1ccc(F)cc1)c1nnnn1C1CCCCC1 (stereo not given),i,i,4,-5,i,-1,i,i,i,i,-15
COc1ccc(CN=C2Nc3ccccc3CS2)cc1,i,i,-2,-7,i,-1,i,i,i,i,-12
CCc1nccn1CCC(=O)NC1CC(C)(C)Cc2c1cnn2-c1ccc(C)cc1 (stereo not given),i,i,4,0,i,-2,i,i,i,i,-11
COc1ccc(NC2CCCN(C(=O)CCCn3cncn3)C2)cc1OC (stereo not given),i,i,-2,-1,i,-2,i,i,i,i,-4
ON=C1/C(=N\O)CC2(C/C1=N/O)OCCO2,i,i,2,1,i,7,i,i,i,i,-5
C/C(CCc1ccco1)=N/NC(=O)CCC(=O)Nc1cccc(Cl)c1,i,i,3,2,i,0,i,i,i,i,2
Cn1c(SCC(=O)Nc2ccccc2O)nnc1-c1ccco1,i,i,5,-3,i,0,i,i,i,i,-3
Cc1ccc(C)c(NC(=S)N(Cc2ccc(Cl)cc2)Cc2ccc(C(=O)O)cc2)c1,i,i,3,-6,i,-6,i,i,i,i,-11
Cc1ccc(N2CC(C(=O)NC3CCSC3=O)CC2=O)cc1 (stereo not given),i,i,0,-1,i,3,i,nt,i,i,-12
O=[N+]([O-])c1cnn(-c2nc(-c3cccs3)cc(C(F)(F)F)n2)c1,i,i,1,6,i,2,i,i,i,i,-8
Cc1nc(NC(=O)c2cccs2)ccc1Br,i,i,-2,6,i,-1,i,i,i,i,-9
CCCCN(Cc1cc2cc(C)ccc2[nH]c1=O)C(=O)c1ccccn1,i,i,-2,10,i,nt,i,i,i,i,-16
CCOc1cccc(CN2CCN(CCCc3ccccc3)C(CCO)C2)c1O (stereo not given),i,i,0,6,i,0,i,i,i,i,-1
COc1cc(-n2c(=O)c3ccccc3n(Cc3cccc(F)c3)c2=O)cc(OC)c1OC,i,i,0,13,i,-1,i,i,i,i,-5
CCOC(=O)N1CCN(C(=O)c2cc3c(-c4cccc(OC)c4)nn(C)c3s2)CC1,i,i,0,-1,-7.1*,-1,i,i,i,i,-2
Cc1nc2ccc(NC(=O)/C=C/C(=O)O)cc2nc1C,i,i,3,-2,i,2,i,i,i,i,-11
O=S(=O)(NCc1ccccc1)c1cccc2cccnc12,i,i,-1,-1,i,0,i,i,i,i,-2
O=C(Nc1nc(=O)n(C(=O)c2cccc(C(F)(F)F)c2)s1)c1ccccc1,i,i,5,2,i,-2,i,i,i,i,-10
CC(C)N(Cc1nc(-c2ccc(Cl)cc2)no1)C(=O)C12CC3CC(CC(C3)C1)C2,i,i,0,6,i,-1,i,i,i,i,-10
O=C(O)c1cccc2c1C(=O)c1ccccc1-2,i,i,1,nt,i,-4,i,i,i,i,-5
CCCCC(=O)N/N=C/c1ccc(Sc2cccc3cccnc23)o1,i,i,-1,4,i,-2,i,i,i,i,-10
CC(=O)Nc1ccc(S(=O)(=O)N2CCc3cc4c(cc3C2)OCCCO4)cc1,i,i,-2,-1,i,3,i,i,i,i,-3
Cc1ccc(/C=N/NC(=O)CNC(=O)c2ccc(S(=O)(=O)N(C)C)cc2)o1,i,i,5,-6,i,6,i,i,i,i,-5
CCCN1C(=O)C(O)(CC(=O)c2ccc3c(c2)OCCO3)c2ccccc21 (stereo not given),i,i,-6,nt,i,-1,i,i,i,i,-9
Cc1c(Cc2ccccc2)c(=O)oc2cc(OCc3ccc(C(=O)O)cc3)ccc12,i,i,-3,-3,i,-5,i,i,i,i,2
# Later entries:
SMILES,KCNQ1 inh,RGS4 block,GSK3B inh,Dyrk1A ADPGlo,RGS4 act,GSK3A inh,KCNK9 inh,PolyA inhibitor,KCNK3 inh,KCNQ1 act,hERG rescue
COc1cccc(-c2nc(CS(=O)(=O)CC(=O)Nc3cccc(C)c3C)c(C)o2)c1,i,i,-6,3,i,0,i,i,i,i,-8
Cc1[nH]c2ccccc2c1C1=NNC(=Nc2ccc(F)cc2)SC1,i,i,1,5,i,0,i,nt,i,i,-5
Cc1nc(N)sc1N=Nc1ccccc1C(F)(F)F,i,i,1,-1,i,-2,i,i,i,i,-4
CCOc1ccccc1C(=O)NCC(=O)NCC1CCCCC1,i,i,3,0,i,-1,i,i,i,i,-3
CSc1ccccc1OCc1cc(C(=O)NCCCc2ccccc2)no1,i,i,1,-4,i,-2,i,i,i,i,-13
C=CCn1c(C)cc(C(=O)CN2NS(=O)(=O)c3ccccc3C2=O)c1C,i,i,1,4,i,0,i,i,i,i,-1
CN1CCN(C(=O)CCNC(=O)Cn2cnc3ccccc3c2=O)CC1,i,i,-1,-6,i,0,i,i,i,i,-3
O=C(Nc1cc(Cl)ccc1Cl)Nn1cnnc1,i,i,-8,20,i,0,i,i,i,i,-10
C=CCN1CC2(c3ccccc3)CN(CC=C)CC(c3ccccc3)(C1)C2=O,i,i,-4,-4,i,nt,i,i,i,i,-2
Cc1ccnc(NC(=O)CCC(=O)N(CC(=O)NCc2ccc(F)cc2)Cc2ccco2)c1,i,i,-3,-8,i,41,i,i,i,i,-4
COc1ccc(C)cc1NC(=O)C1CC1c1ccccc1 (stereo not given),i,i,4,0,i,-1,i,i,i,i,-14
CCOc1ccccc1-n1c(SCC(=O)N2CCOCC2)nc2ccccc2c1=O,i,i,1,-1,i,1,i,i,i,i,-5
CCN(CC)c1c([N+](=O)[O-])c(=O)n(C)c2ccccc12,i,i,1,14,i,1,i,i,i,i,-10
CC(=O)c1ccc(-n2c(CCC(=O)O)ccc2-c2ccc(Br)cc2)cc1,i,i,-3,-6,i,-1,i,i,i,i,-3

# Screening data as filed in PubChem.
